# HCV core dimer – blocks dimerization of HCV core protein; TR-FRET GST/Flag-core106 dimerization, 1536-well; inhibition, % at 5 µM; 300,000 compounds, 0.33% hits; AID 1899;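 active = inhibition above the mean of all tested compounds plus 3 SD, set per screening campaign, cut at about 45% in these data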
#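 Material: GST/Flag-tagged HCV core106 proteins. Incubation: 4 h, 22.5 °C incubation. Read-out basis: inhibition (%) from 671 over 617 nm ratio. Measured by: TR-FRET, excitation 340 nm, emission 617 and 671 nm.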
# PP1 counter – counter-screen for PP5 inhibitors: inhibitors of human PP1-alpha | purified PP1alpha, OMFP fluorescence | inhibition, % at 6.7 µM | 320,000 compounds, 0.9% hits;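 active = inhibition above the mean inhibition of all tested compounds plus 3 SD, computed separately for each screening campaign, cut at about 15% in these data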
# Target sequence (P62136 whole entry, looked up): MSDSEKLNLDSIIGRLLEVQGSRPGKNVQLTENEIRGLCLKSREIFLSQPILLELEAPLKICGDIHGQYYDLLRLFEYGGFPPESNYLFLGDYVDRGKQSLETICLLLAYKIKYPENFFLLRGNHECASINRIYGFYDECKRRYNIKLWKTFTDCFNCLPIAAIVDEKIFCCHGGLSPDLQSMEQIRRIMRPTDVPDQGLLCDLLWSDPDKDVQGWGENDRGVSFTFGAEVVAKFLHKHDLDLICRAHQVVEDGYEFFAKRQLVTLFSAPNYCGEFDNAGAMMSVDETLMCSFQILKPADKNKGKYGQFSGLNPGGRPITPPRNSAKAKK
# CTSL1 counter – counter-screen for PFM18AAP inhibitors: inhibitors of F. hepatica cathepsin L1 | recombinant F. hepatica cathepsin L1, Z-Leu-Arg-MCA fluorescence | 300,000 compounds, 0.49% hits | AID 1906 | inhibition, % at 5.96 µM;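 active = inhibition above the mean of all tested compounds plus 3 SD, set per screening campaign, cut at about 17% in these data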;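 also: 0% = plate median of test compound wells and 100% = 1 µM Z-Phe-Ala-diazomethylketone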
# ZTA counter – ZTA (EBV) inhibition in EBNA-1 counter-screen; P03206; ZTA-DNA binding, fluorescence polarization; inhibition, % at 11 µM; 320,000 compounds, 0.15% hits; AID 2234; in the data active = inhibition above about 33%
# Target sequence (P03206 whole entry, looked up): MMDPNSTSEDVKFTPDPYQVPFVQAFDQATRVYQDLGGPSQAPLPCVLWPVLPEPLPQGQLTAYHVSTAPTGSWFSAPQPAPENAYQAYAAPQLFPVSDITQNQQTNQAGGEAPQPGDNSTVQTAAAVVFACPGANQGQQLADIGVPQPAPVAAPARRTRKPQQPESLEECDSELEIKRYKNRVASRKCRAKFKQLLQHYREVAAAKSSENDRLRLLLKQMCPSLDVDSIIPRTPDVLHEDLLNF
# Yeast superoxide – lowers age-related superoxide in aged yeast cells | S. cerevisiae aged cells, superoxide DHE fluorescence; stronger effect = lower value | superoxide response (% of plate mean), % at 10 µM | 330,000 compounds, 0.18% hits;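 active = superoxide response under a set limit, about three screen SD below normal, cut at about 65% in these data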;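 also: yeast aged for seven days with compound at 30 °C before DHE staining; 100% = average MFI of all compound-treated wells on the plate with controls excluded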
# GASC-1 inh – inhibitors of human GASC-1 (JMJD2C) demethylase; Q9H3R0; GST-JMJD2C(1-420) H3K9me3 demethylation, DELFIA europium; inhibition, % at 2.35 µM; 330,000 compounds, 0.069% hits; AID 2099;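 active = more than half of a compound's replicate wells show inhibition beyond 50%, single wells judged on their own value; inconclusive = some, but no more than half, of replicates pass 50% inhibition; inactive = no replicate passes 50% inhibition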;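 also: signal counts dimethyl H3K9 product captured on neutravidin plate; 0% = median of DMSO wells and 100% = 0.3 times that DMSO median; strong numbers were not always called active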
# PP5 inh – PP5 (human) phosphatase inhibition; P53041; purified PP5c, OMFP substrate fluorescence; inhibition, % at 6.7 µM; 320,000 compounds, 0.18% hits;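 active = inhibition above the campaign's mean inhibition across all tested compounds plus 3 SD, cut at about 9.5% in these data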;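 also: 0% = DMSO only and 100% = 100 µM cantharidin control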
# Target sequence (P53041 whole entry, looked up): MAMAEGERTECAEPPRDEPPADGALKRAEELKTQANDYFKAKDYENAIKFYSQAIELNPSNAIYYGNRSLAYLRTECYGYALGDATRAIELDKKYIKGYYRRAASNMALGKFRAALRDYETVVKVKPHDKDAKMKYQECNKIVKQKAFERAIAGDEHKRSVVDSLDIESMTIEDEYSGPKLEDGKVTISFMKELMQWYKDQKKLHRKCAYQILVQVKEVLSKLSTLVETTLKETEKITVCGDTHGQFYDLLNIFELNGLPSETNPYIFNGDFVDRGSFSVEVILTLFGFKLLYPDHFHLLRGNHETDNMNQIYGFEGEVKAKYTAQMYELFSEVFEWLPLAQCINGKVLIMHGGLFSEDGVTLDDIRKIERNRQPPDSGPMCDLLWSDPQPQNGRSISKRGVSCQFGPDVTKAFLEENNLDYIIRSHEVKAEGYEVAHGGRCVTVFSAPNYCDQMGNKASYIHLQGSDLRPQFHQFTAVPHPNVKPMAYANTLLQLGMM
# TPT1 inhibitor – blocks Candida albicans tRNA 2'-phosphotransferase. recombinant caTPT1, FP RNA substrate dephosphorylation. inhibition, % at 5 µM. 300,000 compounds, 0.81% hits;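 active = inhibition above the mean of all tested compounds plus 3 SD, set per screening campaign, cut at about 24% in these data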;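 also: plate controls were DMSO alone for no effect and ferristatin control at 100 nM for full effect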
# EBNA-1 inh – blocks EBNA-1 binding to DNA | EBNA-1 DNA binding, fluorescence polarization | inhibition, % at 14.8 µM | 300,000 compounds, 0.34% hits | AID 1950; in the data active = inhibition above about 28%
# * hit, by the source's call; u = inconclusive; x = not tested or not shown; & = joins results of further samples.
canonical_smiles	GASC-1 inh	TPT1 inhibitor	CTSL1 counter	EBNA-1 inh	PP5 inh	ZTA counter	HCV core dimer	Yeast superoxide	PP1 counter
CC1CCCN(CC(=O)Nc2ccc(S(=O)(=O)N3CCCC3)cc2)C1 (stereo not drawn)	-22	0	-4	-12	-0.5	-3	-6	101	-3
O=P(OCC1CC1)(c1ccccc1)c1ccccc1	3	-3	-1	6	1.0	-2	0	99	0
O=S(=O)(Nc1nc2ccccc2nc1-[n+]1cccc(N=C([O-])c2ccc(Cl)cc2)c1)c1ccccc1	-1	0	0	-13	2.5	10	18	98	2
O=C(c1cccc(Cl)c1)N1CCN(C2CCCCCC2)CC1	-10	-1	-4	1	1.0	2	1	103	3
O=C(NC1=NCCS1)C1Cc2ccccc2CN1C(=O)c1ccccc1 (stereo not drawn)	-2	-2	-2	7	1.2	-7	11	86	4
C#CCOCCOCCOCCNc1nc(N2CCN(C(=O)[C@H](CCC(=O)O)n3cc(C(N)Cc4ccc(O)cc4)nn3)CC2)nc(N2CCN(C(=O)[C@H](CCC(=O)O)n3cc(C(N)Cc4ccc(O)cc4)nn3)CC2)n1 (stereo partly drawn)	6	0	-2	6	1.8	2	5	x	0
COCc1nnc(NC(=O)c2cc(OC)c(OC)cc2[N+](=O)[O-])s1	-34	-3	6	-2	-3.0	-13	-8	96	-4
COc1ccccc1C(=O)NNC(=O)CCCN1C(=O)/C(=C/c2cccs2)SC1=S	10	-1	1	-6	-0.5	23	21	100	-4
O=C(NCC(=O)N1CCN(Cc2ccccc2)CC1)c1ccc(Br)cc1	0	1	5	0	-1.8	-1	-2	98	-3
COc1cccc(CN(CC(=O)NCc2ccccc2)C(=O)c2csnn2)c1	2	3	-2	8	-1.5	7	-1	85	-3
CCN(c1cccc(C)c1)S(=O)(=O)c1cc2c3c(c1)CCC(=O)N3CCC2	16	-4	3	9	0.9	1	-1	91	-2
CCOC(=O)C1CCCN(C(=O)c2sc3nc(-c4ccc(OC)cc4)cn3c2C)C1 (stereo not drawn)	-4	2	-1	4	2.0	-2	8	90	1
O=C(CCC(=O)Nc1ccc(Br)cc1)N/N=C/c1ccc(O)cc1	1	-2	1	28*	-0.7	11	-10	96	2
COc1ccc(N(CC(=O)NCCc2ccccc2)C(=O)CCC(=O)Nc2nccs2)cc1	3	-2	0	10	1.2	-6	-1	88	2
Cc1cccc(NC(=O)c2cc(S(=O)(=O)c3ccccc3)ccc2Cl)c1	12	-2	-1	-3	1.0	1	9	112	1
CCOc1ccccc1C1CC(=O)NC(SCC(=O)Nc2nccs2)=C1C#N (stereo not drawn)	5	-2	-2	8	-1.0	-1	5	77	-6

# 4 compounds out of the list above, sorted by their value in EBNA-1 inh, rising:
SMILES | GASC-1 inh | TPT1 inhibitor | EBNA-1 inh | PP5 inh | HCV core dimer
Cc1cccc(NC(=O)c2cc(S(=O)(=O)c3ccccc3)ccc2Cl)c1 | 12 | -2 | -3 | 1.0 | 9
O=C(NCC(=O)N1CCN(Cc2ccccc2)CC1)c1ccc(Br)cc1 | 0 | 1 | 0 | -1.8 | -2
CCOC(=O)C1CCCN(C(=O)c2sc3nc(-c4ccc(OC)cc4)cn3c2C)C1 (stereo not drawn) | -4 | 2 | 4 | 2.0 | 8
CCOc1ccccc1C1CC(=O)NC(SCC(=O)Nc2nccs2)=C1C#N (stereo not drawn) | 5 | -2 | 8 | -1.0 | 5

# Next compounds follow:
canonical_smiles	GASC-1 inh	TPT1 inhibitor	CTSL1 counter	EBNA-1 inh	PP5 inh	ZTA counter	HCV core dimer	Yeast superoxide	PP1 counter
Cc1ccc(-c2nnc(SCC(=O)Nc3ccc4c(c3)OCCO4)n2N)cc1	x	2	0	5	1.6	-3	-6	89	0
CCn1c(=N)n(CC(O)c2ccccc2)c2ccccc21 (stereo not drawn)	10	0	7	-8	1.8	-10	2	99	-3
CC(OC(=O)C1CC=CCC1C(N)=O)C(Cl)=C(Cl)Cl (stereo not drawn)	11	-2	1	8	-2.6	-1	-1	103	3
COc1ccc(NC(=O)Cn2c3ccccc3c3nc4n(c(=O)c32)CCS4)cc1	-9	4	5	10	0.9	0	2	97	-4
CC(C)Cc1nnc(NC(=O)c2cc(S(=O)(=O)N(C)C)ccc2N2CCCC2)s1	-5	0	3	-2	0.2	-4	9	98	-4
O=C(NC1CCSC1)c1cccc(Cl)c1 (stereo not drawn)	-8	0	3	6	-3.0	2	1	108	-7
Cc1ccc(-c2cc(-c3ccccc3Cl)[nH]n2)c(O)c1	-7	3	3	7	6.8	3	4	104	0
Cc1cc(Nc2ccc3ccccc3c2)n2ncnc2n1	0	5	1	-3	3.5	-9	1	98	3
Cc1cc(C)c(C(=O)Nc2ccc(S(=O)(=O)Nc3onc(C)c3C)cc2)c(C)c1	x	-1	1	2	4.3	-16	-1	97	2
[O-]c1c[n+](-c2ccccc2)no1	-7	2	3	-1	0.7	-4	-1	95	-3
O=C(Nc1ccncc1)c1c(Cl)cccc1Cl	2	0	3	-3	1.8	5	-3	99	1
Cc1ccccc1NC(=O)CSc1nnc(Cc2cccn2C)n1-c1ccc(F)cc1	-23&2	-1	-2	0	3.6	0	-1	103	-3
O=C(CN(CCO)c1ccccc1)NC12CC3CC(CC(C3)C1)C2	9	-3	-3	-13	0.5	-3	2	99	-3
O=C(CSc1ccc2nnc(CCNC(=O)c3ccccc3)n2n1)Nc1ccc(F)cc1F	-6	-2	5	6	-1.6	2	11	99	-3
N#Cc1c(C(F)(F)F)cc(-c2ccccc2)nc1SCc1nc(N)nc(N2CCOCC2)n1	-21	46*	1	1	2.0	-17	-4	107	-1
C=CCN(c1ccc(C(=O)Nc2ccc(C)c(C)c2)cc1)S(C)(=O)=O	1	2	-2	4	1.0	-6	-2	79	0
S=C(NCC(c1ccco1)N1CCCC1)Nc1ccccc1 (stereo not drawn)	6	-5	1	6	1.4	20	0	88	-2
N=C(N)Cc1ccccc1Sc1ccccc1	-7	-3	3	0	3.1	-25	-11	101	-2
COc1ccccc1C(=O)NC(C)C(c1cccs1)N1CCOCC1 (stereo not drawn)	7	-1	-1	11	-2.1	6	-4	92	2
O=C(NC1CCN(Cc2ccccc2)CC1)c1ccccc1Cl	8	-4	0	5	1.5	-2	-4	106	5
CC(C)SCc1cc(N2CCCC2)nc(-c2ccccc2)n1	6	0	2	-1	3.0	0	-3	108	4
O=C(NCc1ccco1)c1ccc(NC(=O)C2COc3ccccc3O2)cc1 (stereo not drawn)	149	-1	2	-1	2.8	-7	1	99	3
CCn1c(C)csc1=NC(=O)c1ccccc1	4	-3	1	-4	1.4	-12	-2	97	0
Cc1cccc(C(=O)NC2=NCCS2)c1	2	-3	2	-23	1.9	2	-7	110	-4
Cc1cc2c(cc1S(=O)(=O)Nc1cccc(F)c1)n(C)c(=O)c(=O)n2C	4	2	0	-16	1.7	6	-3	96	-5
Cc1ccc(CN2CCS(=O)(=O)CC2)o1	3	0	0	-13	-1.0	-11	-4	87	-5
CCCN1C2CCCC1CC(NC(=O)c1ccccc1Br)C2 (stereo not drawn)	12	1	-7	-3	-0.2	1	3	107	-6
COCCCn1c2nc3ccccc3nc2c2c(=O)n(-c3ccccc3OC)cnc21	16	1	3	2	1.6	4	5	105	1
c1ccc(-c2noc(-c3ccc4c(c3)OCO4)n2)nc1	3	-6	4	5	-0.6	-3	1	96	-2
CC1CCCCC1NC(=O)c1ccc(S(=O)(=O)NNC(=O)c2ccncc2)cc1 (stereo not drawn)	0	2	-2	15	-1.5	-1	2	109	-5
COc1cc(C(=O)Nc2cccc(-c3nncn3C)c2)cc(OC)c1OC	-9	3	1	-18	2.7	-5	3	88	-4
O=C(COC(=O)CCSc1ccccc1)NCc1ccccc1Cl	-4	-4	-61	-3	2.0	-13	-2	113	-1
COc1ccc(CCNCC(=O)Nc2ccc(C)c(S(=O)(=O)N(C)C)c2)cc1OC	3	1	-3	-2	0.2	-8	4	104	4
O=C(CN1CCOCC1)NCCC12CC3CC(CC(C3)C1)C2	17	3	2	-10	1.6	-7	-3	83	-3
COc1ccc(/C=C/CN2CCN(Cc3ccc(C)cc3)C(CCO)C2)cc1 (stereo not drawn)	-6	2	7	-13	1.8	-5	1	98	-3
CN(C)CCn1c(NC(=O)c2ccc(Cl)cc2)nc2ccccc21	4	0	0	11	-0.6	-1	1	112	1
Cc1cc(C)nc(SCCC(=O)N(C)C)n1	0	-2	-1	2	0.6	6	0	96	2
CSc1nnc([C@H](Cc2c[nH]c3ccccc23)NC(=O)OC(C)(C)C)o1	0	1	-1	-5	-2.7	-17	2	96	3
CCc1noc(C)c1C(=O)OCC(=O)NC(C)c1ccccc1 (stereo not drawn)	-9	x	x	x	3.0	-2	x	92	-4
Nc1cc(N)nc(SCCc2ccccc2)n1	-2	1	-1	-6	2.9	-22	-4	90	4
COc1ccc(S(=O)(=O)N2CCCCC2)cc1NC(=O)C1CC1	4	x	x	x	-1.2	3	x	91	0
CC(C)CC(COCc1cccc(Cl)c1)N1CCN(C(=O)c2ccc(C(F)(F)F)cc2)CCC1=O (stereo not drawn)	-10	1	3	-2	2.3	-16	5	105	0
Cc1ccc(CCNC(=O)CN(c2ccc(C)cc2)S(=O)(=O)c2c(C)noc2C)cc1	-1	-4	0	-3	3.1	-15	11	136	1
CCOc1ccc(OCC(=O)OCC(=O)N(CC(C)C)c2c(N)n(Cc3ccccc3)c(=O)[nH]c2=O)cc1	-18	2	-3	5	-1.9	-7	2	88	0
CSCc1cc(N(C)C)nc(SCc2ccc(Cl)cc2Cl)n1	u	-4	2	10	-0.2	1	2	92	3
Clc1ccc(Sc2cnc3ccccc3n2)cc1	0	-1	2	0	1.9	1	16	106	0
CCN1C(=O)N/C(=C/c2ccc(C)o2)C1=O	-3	-4	-1	-8	0.0	5	7	126	-2
CC(=O)c1c(C)[nH]c(C(=O)N2CCN(C(=O)c3ccco3)CC2)c1C	10	-3	-3	2	0.8	-5	4	112	-3

# Copied from the list:
# S=C(NCC(c1ccco1)N1CCCC1)Nc1ccccc1 (stereo not drawn) – TPT1 inhibitor: -5
# CN(C)CCn1c(NC(=O)c2ccc(Cl)cc2)nc2ccccc21 – TPT1 inhibitor: 0

# Next section.
canonical_smiles	GASC-1 inh	TPT1 inhibitor	CTSL1 counter	EBNA-1 inh	PP5 inh	ZTA counter	HCV core dimer	Yeast superoxide	PP1 counter
COC(=O)c1ccccc1NC(=O)c1cccc(NC(=O)CSCc2ccccc2)c1C	9	0	3	4	1.8	-5	8	102	2
CCOc1cc(NC(=S)NCCOC)c(OCC)cc1NC(=O)c1ccco1	-8	-2	-4	-9	1.6	-9	1	90	-1
O=C(COc1ccc(/C=N/NC(=O)CSCc2ccc([N+](=O)[O-])cc2)cc1)NCc1ccco1	0	-1	-1	-5	1.5	-16	0	96	-3
COc1sc(SC)cc1/C=N/NC(=O)c1ccncc1	3	0	1	-12	3.2	1	-6	100	2
O=C(O)c1ccccc1CSc1ccccn1	33	-2	-1	2	1.1	11	-3	91	2
NC(=O)C1CCN(Cc2nc(-c3ccccc3)no2)CC1	-1	-4	1	1	2.6	7	-14	100	-1
O=[N+]([O-])c1ccc(-c2csc(N3CCCCCC3)n2)cc1	-8	9	0	2	1.3	-4	8	99	-4
C=CCn1c(SCC(=O)Nc2ccc(Br)cc2)nc(O)c(CC)c1=O	-21	0	4	-7	0.0	3	-4	94	-3
COc1ccc(CCNc2c([N+](=O)[O-])ncn2C)cc1OC	1	0	-2	0	-0.4	18	4	105	-2
O=[N+]([O-])c1ccc(Cl)c(/C=N/n2c(-c3cccnc3)n[nH]c2=S)c1	-10	-4	-3	4	1.1	-13	0	103	-2
CCOC(=O)c1ccccc1NC(=O)COC	7	-3	-4	-9	2.7	2	-2	81	1
